PLAP inhibitors HTS – PLAP enzyme inhibitors, biochemical, luminescence, HTS (AID 690) | purified PLAP, luminescent substrate; higher % means a stronger effect | inhibition, % at 20 µM, or IC50 in µM where a hit was titrated | actives 0.08% (n = 96,000); in the data active means a potency from the dose series; inactive means the rest, 99 in 100 with inhibition below about 30%; further: strong numbers were not always called active
IL1B NFkB inh – inhibitors of IL-1B driven NFkB p65 nuclear import, primary screen, imaging, HUVEC, IL-1B stimulus, high-content imaging. HUVEC IL-1B NFkB p65 nuclear translocation imaging. inhibition, % at 2 µM. actives 0.43% (n = 94,000). AID 796, 2007;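 active means inhibition above about 30% together with a positive call from visual inspection of the well image, limit read from the data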;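 further: nuclear over cytoplasmic p65 intensity ratio measured by imaging; 0% = IL-1B stimulated DMSO wells and 100% = unstimulated DMSO wells; values of inactives mirror those of a sister screen read the other way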
NFkB transloc pot – enhancers of NFkB p65 translocation in HUVEC – imaging, IL-1B stimulus, high-content imaging, primary screen; HUVEC IL-1B NFkB p65 nuclear translocation imaging; activation, % at 2 µM; actives 0.3% (n = 94,000); AID 819, 2007;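 active means activation above 40%, about the mean plus 3 SD, also judged a hit on visual image review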;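 further: percent activation is computed from the nuclear over cytoplasmic p65 intensity ratio; values of inactives mirror those of a sister screen read the other way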
MRP reversal – reversal of MRP1-mediated doxorubicin resistance, primary screen, H69AR cells, doxorubicin co-treatment. H69AR cells + 2 uM doxorubicin, CellTiter-Glo, 72 h. differential viability (reversal), % at 10 µM. actives 0.04% (n = 85,000). AID 602, 2007;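 active means viability drop by adding the cancer drug above about 55%, with treated viability meeting a 40% cutoff, limit read from the data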;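 further: viability without doxorubicin minus viability with 2 µM doxorubicin for each compound; larger differential means the compound sensitizes cells more to doxorubicin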
Bcl-B displacement – displacers of TR3 peptide from Bcl-B, primary screen, selectivity assay for Bfl-1 inhibitor project, biochemical, fluorescence polarization; actives 0.11% (n = 96,000); FP displacement of FITC-TR3 peptide from Bcl-B; higher % means a stronger effect; displacement, % at 20 µM; hits with a dose series show IC50 in µM; Bcl-2-like protein 10 (Homo sapiens);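 active means displacement above 50% at 20 µM plus a fluorescence interference ratio under 1.5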;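 further: plate controls were wells without compound for no effect and wells lacking Bcl-B protein for full effect; a part of the inactive calls stands beside numbers as strong as those of hits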
MRP reversal cytotoxicity – second read-out of MRP reversal, no call of its own (marks repeat the call); viability, %; H69AR cells, CellTiter-Glo, 72 h; measured here: cytotoxicity without doxorubicin
MRP reversal with doxorubicin – further read-out of MRP reversal, marked with its call; viability, %; measured here: viability with 2 uM doxorubicin; stronger effect = lower value
IL1B NFkB inh cell count 2 µM – also measured in IL1B NFkB inh; calls as there; cell count; measured here: cells passing quality filter;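 raw number of nuclei counted in each imaged well without normalization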
NFkB transloc pot cell count 2 µM – second read-out of NFkB transloc pot, no call of its own (marks repeat the call); cell count; measured here: cells passing quality filter
* marks the source's active call; other numbers are inactive results; / = not tested or not shown.

#1 COc1ccc(C)cc1S(=O)(=O)N(C)CC(=O)N1CCN(C)CC1
#2 Cc1ccc(Nc2nc(-c3sc(NC(=O)c4ccc([N+](=O)[O-])cc4)nc3C)cs2)cc1
#3 CCCC(=O)Nn1cnc2c(c1=O)C1(CCCCC1)Cc1ccccc1-2
#4 S=C(c1ccc(Br)cc1)N1CCN(Cc2ccccc2)CC1
#5 Cc1ccccc1NC(=O)c1cccc(Cn2cc(Br)c([N+](=O)[O-])n2)c1
#6 CCSc1ccc(NC(=O)c2cccnc2)cc1
#7 CCOc1ccccc1Oc1c(C)oc2c(CN3CCN(CCO)CC3)c(O)ccc2c1=O
#8 COCc1nc2ccccc2n1Cc1ccccc1
entry no.,1,2,3,4,5,6,7,8
PLAP inhibitors HTS,-21%,5%,-18%,-5%,1%,3%,-12%,-3%
Bcl-B displacement,1%,-4%,-5%,-9%,-20%,2%,8%,1%
MRP reversal cytotoxicity,94,/,87,/,/,33,89,101
IL1B NFkB inh cell count 2 µM,144,136,62,188,141,139,143,43
NFkB transloc pot cell count 2 µM,144,136,62,188,141,139,143,43
NFkB transloc pot,7,-10,-3,2,-2,-13,9,9
MRP reversal with doxorubicin,87,/,74,/,/,85,102,85
MRP reversal,7,/,13,/,/,-53,-14,16
IL1B NFkB inh,-7,10,3,-2,2,13,-9,-9

#9 O=C(COC(=O)c1ccccc1Oc1ccccc1)NCc1ccco1
#10 O=C(O)CCC(=O)Nc1nc2ccccc2s1
#11 Clc1cccc(-c2nn3c(-c4cccc(Cl)c4)nnc3s2)c1
#12 Cn1c(N)c(C(=O)COC(=O)CCC(=O)c2cccs2)c(=O)n(C)c1=O
#13 COc1ccc(C2CC(c3ccc(Cl)cc3Cl)n3nc(N)nc3N2)cc1 (centres undefined)
#14 CCOC(=O)C1=C(c2ccccc2)O/C(=C(/C(=O)OC)C(F)(F)F)S1
#15 CC(C)CN(CC(C)C)C(=O)CC(=O)NC(=O)c1ccc(Cl)cc1
#16 Cc1cc(C)nc(-n2nc(C)cc2NC(=O)c2ccc(Br)o2)n1
entry no.,9,10,11,12,13,14,15,16
PLAP inhibitors HTS,-20%,10%,-33%,13%,/,-6%,-5%,/
Bcl-B displacement,9%,4%,3%,7%,/,2%,9%,/
MRP reversal cytotoxicity,62,/,85,99,100,70,101,37
IL1B NFkB inh cell count 2 µM,/,178,/,140,47,64,/,146
NFkB transloc pot cell count 2 µM,/,178,/,140,47,64,/,146
NFkB transloc pot,/,19,/,14,3,26,/,8
MRP reversal with doxorubicin,65,/,75,95,88,66,101,62
MRP reversal,-3,/,9,4,12,4,0,-25
IL1B NFkB inh,/,-19,/,-14,-3,-26,/,-8

The last two records of the section above open the next one.
#15 CC(C)CN(CC(C)C)C(=O)CC(=O)NC(=O)c1ccc(Cl)cc1
#16 Cc1cc(C)nc(-n2nc(C)cc2NC(=O)c2ccc(Br)o2)n1
#17 Cc1cc(-c2csc(N)n2)c(C)n1CCc1ccccc1
#18 Cc1ccc(-n2nnnc2C(Cl)(Cl)c2nnnn2-c2ccc(C)cc2)cc1
#19 Cc1ccc(C)c(NS(=O)(=O)c2ccc(OCC(=O)N3CCOCC3)cc2)c1
#20 C=CCOC(=O)C1=C(C)NC(SCC(=O)Nc2nccs2)=C(C#N)C1c1ccc(Cl)cc1 (centres undefined)
#21 COc1ccc(C2N(c3cccc(Cl)c3)C(=O)C3CCCN32)cc1 (centres undefined)
#22 Cc1cc(C(=O)Nc2sc3c(c2C#N)CCCCC3)cs1
#23 CC1CC(C)CN(CC(C)(C)NS(=O)(=O)c2ccc(Cl)cc2)C1 (centres undefined)
#24 CC1CCN(C(=O)C2CCCN(S(C)(=O)=O)C2)CC1 (centres undefined)
entry no.,15,16,17,18,19,20,21,22,23,24
PLAP inhibitors HTS,-5%,/,-30%,6%,/,-5%,-56%,-5%,57%,9%
Bcl-B displacement,9%,/,17%,-22%,/,-1%,3%,-2%,8%,-3%
MRP reversal cytotoxicity,101,37,40,/,103,92,96,102,/,83
IL1B NFkB inh cell count 2 µM,/,146,135,89,149,165,164,136,170,69
NFkB transloc pot cell count 2 µM,/,146,135,89,149,165,164,136,170,69
NFkB transloc pot,/,8,38,-11,6,13,-9,7,14,-8
MRP reversal with doxorubicin,101,62,70,/,81,102,89,89,/,106
MRP reversal,0,-25,-30,/,22,-10,7,13,/,-24
IL1B NFkB inh,/,-8,-38,10,-6,-13,8,-7,-14,10

#25 Nc1cc(C(F)(F)F)ccc1C(=O)O
#26 COc1cc(/C=N\NC(=O)CN2CCOCC2)ccc1OCC(=O)Nc1ccc(C)c(C)c1
#27 COC(=O)C1CSC(C(=O)OC)N1C(=O)Nc1ccc(Cl)c(Cl)c1 (centres undefined)
#28 Cc1ccc2c(c1)NC(=O)C(CC(=O)NCCN(C)C)O2 (centres undefined)
#29 CCOc1nnc(C)c2c(C)n(-c3cccc(Cl)c3)nc12
#30 Cn1c(SCC(=O)c2ccc3c(c2)OCO3)nnc1-c1ccccn1
#31 CC(C)n1nnnc1SCC(=O)Nc1ccccc1N1CCOCC1
#32 COc1cc(Nc2cc(C)nc3nc(C)nn23)cc(OC)c1OC
entry no.,25,26,27,28,29,30,31,32
PLAP inhibitors HTS,/,-24%,-1%,-12%,-106%,11%,-24%,-80%
Bcl-B displacement,/,-6%,-3%,11%,-190%,-1%,5%,-1%
MRP reversal cytotoxicity,90,/,/,90,/,88,99,84
IL1B NFkB inh cell count 2 µM,155,167,123,200,198,89,/,/
NFkB transloc pot cell count 2 µM,155,167,123,200,198,89,/,/
NFkB transloc pot,-9,0,8,14,19,11,/,/
MRP reversal with doxorubicin,85,/,/,101,/,104,90,77
MRP reversal,4,/,/,-11,/,-16,9,7
IL1B NFkB inh,9,0,-8,-14,-19,-11,/,/

#33 CC(C)NC(=O)C1CCN(C(=O)c2ccc(-c3ccccc3)cc2)CC1
#34 CC(C)c1nc2ccc(C(=O)O)cc2[nH]1
#35 O=C(NCCCN=C1NS(=O)(=O)c2ccccc21)c1ccc(S(=O)(=O)N2CCOCC2)cc1
#36 Cc1sc(NC(=O)c2ccco2)c(CN2CCC(C)CC2)c1C
#37 CCOC(=O)c1c(NC(=O)c2cccs2)sc(CC)c1-c1cccs1
#38 CN(CCCn1c(=S)[nH]c2ncccc2c1=O)Cc1ccccc1
#39 Cc1nc(=S)c2ccccc2[nH]1
#40 CC(=O)N(CCC(Cc1ccccc1)c1ccc2c(c1)OCO2)Cc1ccc(Cl)cc1 (centres undefined)
entry no.,33,34,35,36,37,38,39,40
PLAP inhibitors HTS,-35%,11%,1%,10%,4%,-39%,-4%,-47%
Bcl-B displacement,-8%,3%,7%,2%,0%,-2%,-1%,4%
MRP reversal cytotoxicity,93,94,103,/,81,91,88,/
IL1B NFkB inh cell count 2 µM,50,182,62,167,174,187,165,140
NFkB transloc pot cell count 2 µM,50,182,62,167,174,187,165,140
NFkB transloc pot,24,-1,22,4,1,0,31,6
MRP reversal with doxorubicin,72,85,89,/,56,89,83,/
MRP reversal,21,10,14,/,25,1,5,/
IL1B NFkB inh,-24,1,-22,-4,-1,0,-31,-6

Next section; it opens with the four that closed the last part.
#37 CCOC(=O)c1c(NC(=O)c2cccs2)sc(CC)c1-c1cccs1
#38 CN(CCCn1c(=S)[nH]c2ncccc2c1=O)Cc1ccccc1
#39 Cc1nc(=S)c2ccccc2[nH]1
#40 CC(=O)N(CCC(Cc1ccccc1)c1ccc2c(c1)OCO2)Cc1ccc(Cl)cc1 (centres undefined)
#41 COC(=O)c1c(NC(=O)c2c(-c3ccccc3Cl)noc2C)sc2c1CCC2
#42 CCC1(c2ccc(F)cc2)NC(=O)N(CC(=O)N2CCOCC2)C1=O (centres undefined)
#43 OCCN1CCN(CC#CCn2c3ccccc3c3ccccc32)CC1
#44 COc1cc(-c2nnc(-c3ccc(N4CCOCC4)cc3)o2)cc(OC)c1OC
#45 CCOC(=O)c1sc2cccc(F)c2c1N
#46 O=C(Nc1nccs1)C1CCCN(S(=O)(=O)c2cccc3cccnc23)C1 (centres undefined)
#47 Cc1oc2c(c1C(=O)NCCCC(=O)O)CCCC2
#48 CCc1nnc(NC(=O)CSc2nc(-c3ccc(OC)cc3)ns2)s1
entry no.,37,38,39,40,41,42,43,44,45,46,47,48
PLAP inhibitors HTS,4%,-39%,-4%,-47%,-30%,9%,-76%,-21%,20%,-2%,2%,-21%
Bcl-B displacement,0%,-2%,-1%,4%,-131%,0%,9%,3%,-4%,4%,2%,-9%
MRP reversal cytotoxicity,81,91,88,/,89,89,72,17,87,77,/,55
IL1B NFkB inh cell count 2 µM,174,187,165,140,195,130,116,172,178,150,158,134
NFkB transloc pot cell count 2 µM,174,187,165,140,195,130,116,172,178,150,158,134
NFkB transloc pot,1,0,31,6,13,25,29,28,9,0,1,4
MRP reversal with doxorubicin,56,89,83,/,78,102,51,62,88,73,/,77
MRP reversal,25,1,5,/,11,-13,21,-44,-1,5,/,-22
IL1B NFkB inh,-1,0,-31,-6,-13,-25,-29,-28,-9,0,-1,-4

#49 O=C(CCSc1ccccc1)Nc1nc2c(s1)CCCC2
#50 Cn1c(SC2=CS(=O)(=O)c3ccccc32)nc2ccccc21
#51 O=C(c1ccc(COc2ccccc2Cl)o1)N1CCN(c2ccccc2)CC1
#52 CCOc1ccc2oc(C(=O)Nc3ccc(N4CCOCC4)cc3)c(C)c2c1
#53 CCOC(=O)CCCCC(=O)c1[nH]c(=O)[nH]c1Cn1cnc2ccccc21
entry no.,49,50,51,52,53
PLAP inhibitors HTS,-1%,0%,-66%,16%,-70%
Bcl-B displacement,6%,9%,-55%,-10%,10%
MRP reversal cytotoxicity,76,1,44,/,98
IL1B NFkB inh cell count 2 µM,127,175,194,155,170
NFkB transloc pot cell count 2 µM,127,175,194,155,170
NFkB transloc pot,8,-18,-4,-8,11
MRP reversal with doxorubicin,54,2,63,/,91
MRP reversal,22,-1,-19,/,7
IL1B NFkB inh,-8,18,4,8,-11

Assay outcomes from PubChem.

An excerpt; rates above refer to the full screens.
